Assay outcomes as filed in PubChem BioAssay.
TexasRed fluor – counter-screen for TRb-SRC2 inhibitors: fluorescence interference | TRb/SRC2 Texas Red total fluorescence interference | 280,000 tested, 0.29% active | Potency, µM (doses to about 106 µM), without a hit: top-dose fluorescence change, negative = quenching | AID 1479; active = well fitted curve in either direction with a large enough effect; inconclusive = small, poorly fitted or top-dose-only effect; also: % is scaled to controls: 0 for no effect and ±100 for the full control effect
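Flags fluorescent or light-absorbing compounds by total fluorescence, S + 2P, at 555 nm excitation and 632 nm emission. Mixture: 20 nM Texas Red SRC2 peptide, 0.6 uM human TRb LBD, 1 uM T3, 5% DMSO; compound exposure 5 h at ambient temperature.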
RECQ1 helicase – RECQ1 (human) helicase inhibition; Potency, µM (titrated, usually from 57.3 µM), for the others: at the highest dose activity, negative = inhibition, hits mostly inhibitors; 240,000 tested, 0.54% active; P46063; AID 2549; RECQ1 DNA unwinding, red fluorescence kinetic read;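 also: plate controls were vehicle for no effect and no enzyme for full effect; nearly all actives have a fitted effect of over 30% in size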
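RECQ1T1 50 nM; forked duplex (20 bp + 30-nt ss tails) 200 nM, ATP 2 mM final; pH 8.0, 2 mM MgCl2, 2.5 ug/ml poly(dI-dC); 15 min compound preincubation; discontinuous kinetic read over 2 h at RT.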
HTT ATP protect – cytoprotection in Huntington HTT-Q103 PC12 cell model; AID 1471; Potency, µM (titrated, usually from 56.4 µM), without a hit: cytoprotection (ATP increase), hits mostly activators; 230,000 tested, 0.14% active; PC12 HTT-Q103 induced, cytoprotection, ATP luminescence, 40 h;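 also: % of control where 0% means no effect; nearly all actives have a fitted effect of over 45% in size; toxic huntingtin expression switched on by the ecdysone agonist tebufenozide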
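Compounds added alongside 100 nM tebufenozide, which induces toxic Q103 huntingtin exon 1-GFP in stable PC12 cells; surviving cells quantified by luminescent ATP measurement. Medium: phenol red-free DMEM, 5% equine and 5% calf serum.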
Tau ThT inhib – inhibitors of human tau fibril formation, thioflavin T binding | P10636 | recombinant tau K18 P301L, heparin-induced fibrillization, ThT fluorescence | Potency, µM (highest dose often 57.4 µM), for the others: at the top dose activity, negative = inhibition, actives largely listed as inhibitors | 270,000 tested, 2.1% active; also: % is scaled to controls: 0 for no effect and ±100 for the full control effect; nearly all actives have a fitted effect of over 55% in size
Target sequence (P10636 561-689 P618L limits assumed): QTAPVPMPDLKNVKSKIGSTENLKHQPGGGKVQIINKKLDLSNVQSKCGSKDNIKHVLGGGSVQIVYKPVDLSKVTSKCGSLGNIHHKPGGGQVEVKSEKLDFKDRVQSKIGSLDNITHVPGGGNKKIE
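K18 P301L tau (15 uM + 0.24 uM Alexa 594-tagged), heparin 20 uM, NaOAc pH 7, 6 h 37 C; ThT 30 uM, 1 h RT, ex 450/em 510 nm.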
Tau fluor cs – counter-screen for tau fibril formation inhibitors. 280,000 tested, 0.93% active. Potency, µM (titrated, usually from 57.7 µM), for the others: at the top dose activity change, negative = decrease. AID 1463. tau K18 P301L (four-repeat tau fragment) Alexa594 fluorescence, heparin fibrillization; also: % is scaled to controls: 0 for no effect and ±100 for the full control effect; nearly all actives have a fitted effect of over 55% in size
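Human K18 P301L tau (15 uM unlabeled plus 0.24 uM Alexa 594-labeled, final) in 100 mM sodium acetate pH 7 was mixed with compound and 20 uM heparin and incubated 6 hr at 37 C.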
Tau FP inhib – inhibitors of human tau fibril formation | P10636 | K18 P301L tau heparin fibrillization, Alexa594 FP, 6 h | Potency, µM (doses to about 57.7 µM), without a hit: top-dose activity, negative = inhibition, usual class: inhibitors | 280,000 tested, 0.39% active; also: % is scaled to controls: 0 for no effect and ±100 for the full control effect; nearly all actives have a fitted effect of over 55% in size
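K18 P301L tau (15 uM unlabeled/0.24 uM Alexa 594-labeled, final) + compound + heparin 20 uM final; 100 mM NaOAc pH 7; 6 hr 37 C; ThT 30 uM final added, 1 hr RT; FP ex 555/em 632 nm.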
TRb SRC2 PPI – disrupts binding of human TR beta to SRC2; TRbeta-SRC2 peptide binding, fluorescence polarization; receptor liganded with 1 µM T3; Potency, µM (titrated, usually from 106 µM), for the others: top-dose activity change, negative = inhibition, most hits filed as inhibitors; 280,000 tested, 0.065% active; AID 1469;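 also: plate controls were bound peptide for no effect and peptide without receptor for full effect; nearly all actives have a fitted effect of over 50% in size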
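Polarization signal, normalized between peptide-alone and full complex controls, measured compound effects on T3-liganded human TRb LBD (0.6 uM) binding 20 nM Texas Red SRC2 peptide after 5 hr.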
L3MBTL1 inh – inhibitors of human L3MBTL1. Q9Y468. 230,000 tested, 0.66% active. AlphaScreen L3MBTL1–H3K9me1 peptide binding. Potency, µM (top dose mostly 57.1 µM), without a hit: at the highest dose activity, negative = inhibition, hits mostly inhibitors; also: % is scaled to controls: 0 for no effect and ±100 for the full control effect; nearly all actives have a fitted effect of over 60% in size
Target sequence (Q9Y468 whole entry, looked up): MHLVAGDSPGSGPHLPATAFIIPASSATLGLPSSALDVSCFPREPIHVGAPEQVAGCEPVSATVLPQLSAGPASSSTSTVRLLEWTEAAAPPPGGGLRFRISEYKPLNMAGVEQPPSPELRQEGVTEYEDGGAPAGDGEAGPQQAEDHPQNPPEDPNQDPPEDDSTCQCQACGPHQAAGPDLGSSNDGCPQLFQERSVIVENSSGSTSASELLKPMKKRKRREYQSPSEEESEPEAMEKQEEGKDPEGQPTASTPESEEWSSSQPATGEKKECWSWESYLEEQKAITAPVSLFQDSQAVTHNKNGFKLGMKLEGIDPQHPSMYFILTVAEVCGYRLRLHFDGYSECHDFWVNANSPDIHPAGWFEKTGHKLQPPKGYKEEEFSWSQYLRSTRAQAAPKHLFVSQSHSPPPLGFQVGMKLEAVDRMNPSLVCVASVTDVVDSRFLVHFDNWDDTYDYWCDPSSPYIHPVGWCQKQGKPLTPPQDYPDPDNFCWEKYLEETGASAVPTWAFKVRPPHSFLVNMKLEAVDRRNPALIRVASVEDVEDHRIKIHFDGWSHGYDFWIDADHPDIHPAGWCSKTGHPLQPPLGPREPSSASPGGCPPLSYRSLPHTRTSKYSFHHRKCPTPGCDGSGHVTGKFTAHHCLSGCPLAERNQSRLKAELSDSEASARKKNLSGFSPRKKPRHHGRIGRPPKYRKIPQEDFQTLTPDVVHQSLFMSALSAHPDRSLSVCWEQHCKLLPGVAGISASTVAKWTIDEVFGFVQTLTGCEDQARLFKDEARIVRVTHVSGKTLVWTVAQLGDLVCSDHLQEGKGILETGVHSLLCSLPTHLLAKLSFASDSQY
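Read-out is AlphaScreen signal from streptavidin donor and nickel chelate acceptor beads (10 ug/mL final each) bridging L3MBTL1 (50 nM) and biotinylated K9-monomethylated H3(1-15) peptide (75 nM), after 30 min compound exposure at room temperature.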
An asterisk follows results filed as active; i = inactive; ? = inconclusive; nt = not tested or not shown; [ ] = another dose, or the depositor's remark. Unless noted, calls follow the shape of the dose curve; as a rule, active = well fitted curve in the direction sought with a large enough effect; inconclusive = small, poorly fitted or top-dose-only effect, or another doubt; inactive = no such curve, though single readings can be large; an effect the other way counts as inactive or inconclusive. Potency is read from the fitted curve at half-maximal effect. The list is partial. The share of hits here may be higher or lower than overall.

SMILES	TexasRed fluor	RECQ1 helicase	HTT ATP protect	Tau ThT inhib	Tau fluor cs	Tau FP inhib	TRb SRC2 PPI	L3MBTL1 inh
CCc1ccc(OCC(=O)N(Cc2ccc(OC)cc2)C2CCS(=O)(=O)C2)cc1 (stereo unspecified)	0%	nt	nt	-12%	-18%	-3%	-3%	nt
O=C(NCCOCCOCCNC(=O)c1ccccc1)c1ccccc1	0%	0%	-31%[inhibitor]	3%	3%	4%	11%	nt
CCc1c(O)nc(SCC(=O)N(CC)CC)[nH]c1=O	-2%	i	nt	-15%	6%	0%	-7%	1%
CC(/C=C/c1ccco1)=N\NC(=O)c1cccnc1	3%	i	4%[10 µM]	28µM*	-26%	?	4%	nt
COc1ccccc1-c1nnc(SCC(=O)N2CCC(C)CC2)o1	-4%	-2%	-24%	-7%	-4%	-8%	0%	3%
O=C(Nc1ccc(C(=O)O)cc1)/C(=C\c1cccc([N+](=O)[O-])c1)NC(=O)c1ccc(Br)o1	1%	1%	25%	-1%	-2%	0%	-3%	nt
C[C@H](NC(=O)c1[nH]cnc1C(=O)Nc1ccc(CNC(=O)OC(C)(C)C)cc1)C(=O)OCc1ccccc1	-1%	-3%	-7%[10 µM]	12%	?	?	0%	nt
CCn1c(CC(=O)Nc2ccc(C)cc2)nnc1SCC(=O)NCCc1ccccc1	-3%	-4%	-7%	-2%	-4%	2%	10%	6%
CC(C)Oc1ccc(NC(=O)c2ccncc2)cc1	0%	-4%	-31%	3%	-1%	1%	-2%	5%
CCN(CC)S(=O)(=O)c1ccc(N2C(=O)Nc3ccccc3N2O)cc1	-1%	-5%	25%[10 µM]	0%	0%	1%	6%	8%

Of the compounds above, these have a furan ring, fused or not.
SMILES	TexasRed fluor	RECQ1 helicase	HTT ATP protect	Tau ThT inhib	Tau fluor cs	Tau FP inhib	TRb SRC2 PPI	L3MBTL1 inh
CC(/C=C/c1ccco1)=N\NC(=O)c1cccnc1	3%	i	4%[10 µM]	28µM*	-26%	?	4%	nt
O=C(Nc1ccc(C(=O)O)cc1)/C(=C\c1cccc([N+](=O)[O-])c1)NC(=O)c1ccc(Br)o1	1%	1%	25%	-1%	-2%	0%	-3%	nt

Later entries.
SMILES	TexasRed fluor	RECQ1 helicase	HTT ATP protect	Tau ThT inhib	Tau fluor cs	Tau FP inhib	TRb SRC2 PPI	L3MBTL1 inh
Cc1cc(C)c(C)c(S(=O)(=O)N2C(=S)NC(=O)C2C(C)C)c1C (stereo unspecified)	-2%	-2%	-18%	-8%	-5%	-1%	0%	-4%
O=C(CN1C(=O)COc2ccc(S(=O)(=O)N3CCCC3)cc21)NC1CCCCCCC1	?	-14%	-23%[10 µM]	-3%	-6%	6%	-6%	4%
CCOC(=O)c1c(NC(=O)CCN2CCOCC2)sc(C)c1-c1ccccc1	0%	-4%	12%[10 µM]	?	-13%	-2%	-1%	-25%
CN1CCN(S(=O)(=O)c2cccc(C(=O)Nc3ccccc3N3CCOCC3)c2)CC1	-2%	-2%	-9%	2%	-2%	-14%	-5%	-18%
CN(C)C(CNc1ccc([N+](=O)[O-])cc1C#N)c1ccccc1 (stereo unspecified)	0%	-6%	-36%	-2%	-6%	2%	-1%	nt
CC1=C(C#N)C(=O)NC(C)(C)C1	-3%	4%	-21%	-5%	-2%	-9%	2%	nt
Cc1cccc(CSCC(=O)NCc2ccc(S(N)(=O)=O)cc2)c1	-4%	-1%	-33%[inhibitor]	-6%	-5%	2%	-9%	-4%
CCCC1C2CN(C(C)=O)CC=C2C(C#N)=C(N)C1(C#N)C#N (stereo unspecified)	0%	-18%	-4%	-9%	-7%	-12%	-17%	-28%[11.4 µM]
CCN(CC)C(C)C(=O)NCC1(c2ccccc2)CCOCC1 (stereo unspecified)	-2%	-1%	5%[10 µM]	-9%	2%	1%	-6%	-6%
COc1ccc(OC)c(-c2cc(C(=O)Nc3c(C)nn(Cc4ccc(Cl)cc4)c3C)no2)c1	1%	-4%	-67%[inhibitor]	-10%	-19%	-3%	0%	-1%

2 records drawn at random from those above, as already listed:
SMILES	TexasRed fluor	RECQ1 helicase	HTT ATP protect	Tau ThT inhib	Tau fluor cs	Tau FP inhib	TRb SRC2 PPI	L3MBTL1 inh
CN(C)C(CNc1ccc([N+](=O)[O-])cc1C#N)c1ccccc1 (stereo unspecified)	0%	-6%	-36%	-2%	-6%	2%	-1%	nt
CCc1ccc(OCC(=O)N(Cc2ccc(OC)cc2)C2CCS(=O)(=O)C2)cc1 (stereo unspecified)	0%	nt	nt	-12%	-18%	-3%	-3%	nt

(list continues)
SMILES	TexasRed fluor	RECQ1 helicase	HTT ATP protect	Tau ThT inhib	Tau fluor cs	Tau FP inhib	TRb SRC2 PPI	L3MBTL1 inh
CN(C)CCNC(=O)C(=O)NCC1OCCN1S(=O)(=O)c1ccc2c(c1)OCCO2 (stereo unspecified)	-2%	-4%	16%[10 µM]	nt	nt	nt	-6%	nt
O=C(Cc1ccccc1)NCC(=O)N/N=C/c1cccnc1	-11%	-3%	-26%[10 µM]	4%	1%	-7%	-1%	9%
COc1cc(C(=O)N2C(=O)c3cccc(N)c3C2=O)cc(OC)c1OC	-1%	3%	-13%	7%	14%	7%	-8%	7%
CCOC(=O)c1cnc(-c2ccccc2)nc1N(C)C	-1%	-1%	-19%	-18%	-3%	5%	1%	nt
CCOc1ccc(-c2cccc(NS(=O)(=O)c3ccc(F)cc3F)c2)nn1	-6%	nt	nt	-2%	-6%	0%	0%	nt
CCN(CC)CCCN1C(=O)C(O)=C(C(=O)c2cc3cccc(OC)c3o2)C1c1ccncc1 (stereo unspecified)	0%	0%	-6%[0.074 µM]	-6%	2%	4%	-4%	0%
CC1(C)c2ccccc2N2CC(=O)N[C@@]21/C=C/C=C/c1ccccc1	-1%	-6%	15%[10 µM]	-16%	-29%	-3%	-1%	4%
CCc1ccc(NC(=O)CSc2nc3c(sc4ccccc43)c(=O)n2CCCOC)cc1	-11%	nt	nt	12%	6%	-13%	3%	nt
CC(=O)Nc1ccc(S(=O)(=O)N2c3ccccc3C(C)=CC2(C)C)cc1	-1%	-5%	-76%[inhibitor][10 µM]	-1%	?	?	5%	-9%
CS(=O)(=O)Nc1ccc2[nH]c(=O)[nH]c2c1	-3%	-3%	-13%	3%	2%	-1%	2%	-22%
COc1cc(C2C(C#N)=C(N)Oc3c2ccc2ccccc32)ccc1OCC(=O)Nc1ccccc1C (stereo unspecified)	0%	-2%	-18%	-18%	?	?	-2%	-1%
Cc1cc2[nH]c3ccccc3c2c(C)n1	-2%	40%[activator]	nt	0%	-4%	-9%	5%	-3%
O=c1cc(N=Nc2ccc(Cl)cc2)[nH]c(=O)[nH]1	-1%	14%	1%[10 µM]	11µM*	?	?	-7%	8%
CCOc1ccc(CCNC(=O)C(CC)n2nc(C)c3c(C)n(-c4ccccc4)nc3c2=O)cc1 (stereo unspecified)	-9%	nt	nt	-3%	2%	7%	2%	nt
COc1ccccc1NC(=O)Cn1nnc(C(=O)NCCc2ccccc2)c1N	1%	1%	-55%	8%	0%	-4%	-6%	8%
CCCCCn1c(=N)c(S(=O)(=O)c2ccc(C)cc2)cc2c(=O)n3cc(C)ccc3nc21	-3%	nt	nt	-7%	-9%	-9%	2%	nt
COc1ccc(-c2cc([C@H]3[C@@H]4C=CCC[C@@]4(C)C(=O)N3Cc3ccccc3)ccc2F)cc1	-1%	i	-18%[10 µM]	-5%	11%	2%	-6%	nt
COc1ccc2nc(N(Cc3cccnc3)C(=O)c3ccc(Cl)cc3)sc2c1	-1%	nt	nt	-13%	-18%	-13%	-8%	nt
Cc1ncoc1C(=O)N1CCCC(CCC(=O)NCc2ccc(F)c(F)c2)C1 (stereo unspecified)	-2%	i	14%[10 µM]	-14%	-6%	1%	7%	6%
CCN(CC)S(=O)(=O)c1ccc(OC)c(NC(=O)CSc2cc(Cl)ccc2Cl)c1	0%	-16%	6%[10 µM]	-7%	-23%	6%	6%	-3%
COc1ccc(-n2c(COc3ccccc3)nnc2SCC(N)=O)cc1	0%	-1%	-11%	-15%	-7%	4%	5%	-3%
CCS(=O)(=O)N1CCC(C(=O)NCCc2ccccc2)CC1	1%	-1%	-23%	-4%	-1%	-4%	-8%	10%
COc1ccc(CNS(=O)(=O)NCc2ccc(C)cc2)cc1OC	-1%	-1%	-43%	-2%	-2%	-1%	-2%	0%
COC(=O)C1CC1C(NC(=O)[C@@H]1CCCN1)c1ccccc1 (stereo partly specified)	-2%	-1%	?	-13%	-9%	-1%	5%	nt
CCOc1ccc(-c2nn3c(-c4ccc(OC)cc4)nnc3s2)cc1	-1%	-1%	1%	-4%	2%	5%	-2%	8%
Cn1c(=O)[nH]c(=O)c2c1nc(CN1CCOCC1)n2CCCO	1%	0%	-9%	6%	7%	6%	-2%	-2%
O=C(/C=C/c1cn(-c2ccccc2)nc1-c1ccccc1)Nc1ccc(C(=O)O)cc1	-2%	-3%	-85%[inhibitor]	-15%	?	-19%	1%	nt
CC(=O)Nc1c(C)nn(C(C)=O)c1C	-3%	1%	nt	7%	9%	4%	3%	11%
Cn1nc(C(F)(F)F)c(C#N)c1N1CCN(c2cccc(C(F)(F)F)c2)CC1	-2%	-2%	-7%	5%	-11%	-4%	-1%	nt
COc1cccc(CN2CCN(C(=O)c3cc(-c4cccnc4)nc4ccc(C)cc34)CC2)c1	-3%	i	-2%[10 µM]	-4%	-2%	-1%	-2%	-7%
COc1ccc(C)cc1S(=O)(=O)Nc1ccccc1C	1%	-12%	1%[10 µM]	10%	2%	-7%	-6%	-6%
CCOC(=O)C1(C)NC(c2ccc(OC)cc2OC)C2C(=O)N(c3cccc(OC)c3)C(=O)C21 (stereo unspecified)	-1%	-9%	-15%[10 µM]	-6%	-1%	-3%	-1%	3%
Cc1nc(SCC(=O)N2CC(C)OC(C)C2)nc(C)c1C (stereo unspecified)	0%	2%	-67%[inhibitor]	-1%	0%	-10%	-1%	11%
CC1COC(C)(CC(=O)NN2C(=O)c3ccccc3C2=O)O1 (stereo unspecified)	2%	0%	12%[10 µM]	4%	11%	5%	-3%	2%
